PAFAH2 FP inh – PAFAH2 enzyme inhibitors, primary screen, biochemical, fluorescence polarization, human; recombinant PAFAH2, FP-rhodamine activity probe; inhibition, % at 3.39 µM; Platelet-activating factor acetylhydrolase 2, cytoplasmic (Homo sapiens), Q99487; 340,000 tested, 0.99% active;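 active = inhibition above the mean over all tested compounds plus 3 SD, cut at about 30% in these data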;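 note: inhibitors block probe labeling of enzyme so polarization drops; 0% = enzyme with DMSO and 100% = wells lacking PAFAH2 protein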
PAD4 FP inh – human PAD4 inhibitors, primary screen, biochemical, fluorescence polarization, 1536-well format | Protein-arginine deiminase type-4 (Homo sapiens), Q9UM07 | recombinant PAD4, RCA probe fluorescence polarization | inhibition, % at 6.36 µM | 330,000 tested, 0.41% active;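 active = percent inhibition above a cutoff equal to the mean of all tested compounds plus 3 SD, cut at about 15% in these data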;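 note: 0% = PAD4 with RCA probe and DMSO and 100% = probe without PAD4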
PAFAH1B3 inh – PAFAH1B3 enzyme inhibitors, primary screen, biochemical, fluorescence polarization, human. inhibition, % at 3.39 µM. 340,000 tested, 0.28% active. AID 492972, 2010. recombinant PAFAH1B3, FP-rhodamine probe;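 active = inhibition above the screen-wide average of all tested compounds plus 3 SD, cut at about 25% in these data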;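 note: 0% = enzyme with DMSO only and 100% = wells lacking PAFAH1B3 protein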
ZTA counter – ZTA (EBV) inhibition in EBNA-1 counter-screen. P03206. ZTA-DNA binding, fluorescence polarization. inhibition, % at 11 µM. 320,000 tested, 0.15% active. AID 2234; in the data active = inhibition above about 33%
LYPLA1 counter – LYPLA1 inhibitors, primary screen, counter-screen for PME1 inhibitor project, biochemical, fluorescence polarization, FP-Rh probe ABPP. recombinant LYPLA1. inhibition, % at 5.9 µM. 320,000 tested, 0.16% active. Acyl-protein thioesterase 1 (Homo sapiens), O75608;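 active = inhibition above the mean of all tested compounds plus 3 SD, set per campaign, cut at about 14% in these data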;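 note: inhibitors block serine hydrolase probe labeling of LYPLA1 so polarization falls; 0% = enzyme with DMSO and 100% = wells lacking LYPLA1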
Target sequence (O75608 whole entry, looked up): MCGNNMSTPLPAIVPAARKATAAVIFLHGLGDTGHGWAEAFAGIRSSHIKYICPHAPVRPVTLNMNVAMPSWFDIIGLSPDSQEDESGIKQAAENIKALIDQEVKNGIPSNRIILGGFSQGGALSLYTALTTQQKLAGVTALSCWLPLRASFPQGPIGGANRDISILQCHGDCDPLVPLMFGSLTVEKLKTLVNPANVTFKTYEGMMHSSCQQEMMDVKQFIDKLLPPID
GSTO1 counter – inhibitors of recombinant GSTO1, primary screen, counter-screen for RBBP9 inhibitor project, biochemical, fluorescence polarization; activity-based probe fluorescence polarization; inhibition, % at 5.96 µM; 300,000 tested, 1.1% active;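 active = inhibition above the campaign mean inhibition plus 3 SD, cut at about 35% in these data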;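 note: 0% = GSTO1-1 with DMSO and 100% = wells lacking GSTO1-1 enzyme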
PREPL inh – PREPL enzyme inhibitors, primary screen, biochemical, fluorescence polarization; recombinant PREPL, fluorescence polarization activity-based probe; Prolyl endopeptidase-like (Homo sapiens), Q4J6C6; 320,000 tested, 0.68% active; inhibition, % at 5.96 µM; AID 2751, 2010; in the data active = inhibition above about 43%;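 note: 0% = enzyme with DMSO and 100% = wells lacking enzyme; many of its hits are not listed in these tables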
Target sequence (Q4J6C6 whole entry, looked up): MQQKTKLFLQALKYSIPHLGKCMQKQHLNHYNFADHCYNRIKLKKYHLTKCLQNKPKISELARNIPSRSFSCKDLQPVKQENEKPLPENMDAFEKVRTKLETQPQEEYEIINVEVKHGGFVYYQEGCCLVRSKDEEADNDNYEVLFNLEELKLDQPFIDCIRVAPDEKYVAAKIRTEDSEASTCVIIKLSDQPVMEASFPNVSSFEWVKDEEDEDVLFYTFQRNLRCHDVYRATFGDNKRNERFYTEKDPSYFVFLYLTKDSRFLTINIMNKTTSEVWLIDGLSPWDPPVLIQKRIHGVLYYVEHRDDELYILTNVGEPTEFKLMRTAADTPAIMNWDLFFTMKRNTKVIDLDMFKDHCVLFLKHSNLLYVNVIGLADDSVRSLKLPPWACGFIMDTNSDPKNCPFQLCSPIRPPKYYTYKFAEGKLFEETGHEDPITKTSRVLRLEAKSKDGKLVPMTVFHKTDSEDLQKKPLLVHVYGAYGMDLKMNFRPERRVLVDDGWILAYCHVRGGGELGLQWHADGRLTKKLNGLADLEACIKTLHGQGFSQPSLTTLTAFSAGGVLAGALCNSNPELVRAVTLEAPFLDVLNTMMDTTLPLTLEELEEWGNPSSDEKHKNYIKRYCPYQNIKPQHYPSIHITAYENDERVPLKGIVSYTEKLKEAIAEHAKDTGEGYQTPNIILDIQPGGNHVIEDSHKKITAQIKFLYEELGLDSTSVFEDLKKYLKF
LYPLA2 counter – LYPLA2 inhibitors, primary screen, counter-screen for PME1 inhibitor project, biochemical, fluorescence polarization, FP-Rh probe ABPP. Acyl-protein thioesterase 2 (Homo sapiens), O95372. recombinant LYPLA2. inhibition, % at 5.9 µM. 320,000 tested, 0.38% active. AID 2177, 2009;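 active = inhibition above the screen-wide mean plus 3 SD, limit set per campaign, cut at about 26% in these data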;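 note: 0% = LYPLA2 with DMSO and 100% = wells lacking LYPLA2 enzyme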
EBNA-1 inh – EBNA-1 DNA-binding inhibitors, primary screen, biochemical, fluorescence polarization. inhibition, % at 14.8 µM. 300,000 tested, 0.34% active; in the data active = inhibition above about 28%
The depositor's hits bear a star; / = no result given; & = joins results of further samples. A portion of the library; rates above refer to the full screens.

structure | LYPLA1 counter | GSTO1 counter | PREPL inh | PAFAH2 FP inh | LYPLA2 counter | EBNA-1 inh | PAFAH1B3 inh | PAD4 FP inh | ZTA counter
S=c1[nH]nc(-c2cc(-c3ccccc3)n[nH]2)n1/N=C/c1cccs1 | -1 | 6 | 1 | 20 | -5 | -1 | 10 | 7 | 0
COC(=O)c1c(N)nc(C)n1-c1ccc(OC)cc1 | -1 | 17 | -1 | -8 | 1 | -5 | 0 | 1 | 4
COc1ccc(Cl)c(Cn2c(NCCCN(C)C)nc3c2c(=O)n(C)c(=O)n3C)c1 | -5 | 2 | 19 | 8 | -1 | 3 | -6 | 1 | 14
Cc1ccc(CNC(=O)C2CCCN(S(=O)(=O)c3ccc(-n4cnnn4)cc3)C2)cc1 (stereo not drawn) | 3 | -6 | 3 | -13 | 6 | -7 | -7 | -1 | 8
Cc1cc(C)cc(C(=O)Nc2nnc(SCC(=O)N3CCCc4ccccc43)s2)c1 | -2 | -15 | 11 | 7 | -2 | 0 | -1 | 0 | -2
Clc1ccc(C2CC(c3cccs3)n3ncnc3N2)cc1Cl (stereo not drawn) | 2 | 2 | -22 | 2 | 17 | 7 | -2 | -3 | 5
CC(C)c1nnc(NC(=O)C2CCN(C(=O)c3ccco3)CC2)s1 | 4 | 4 | -5 | 2 | -1 | 0 | -3 | -1 | 3
O=C(N/N=C/c1ccccc1Cl)C1CC1 | 6 | 3 | -10 | -1 | 2 | 7 | 5 | -3 | -13
COC(=O)CC1(C(=O)OC)Oc2ccc(Br)cc2C(=O)N1c1cc(Cl)cc(Cl)c1 (stereo not drawn) | 0 | -1 | -2 | 4 | 2 | 0 | 4 | -1 | 10
CCOc1ccc(S(=O)(=O)N2CCc3cc(OC)c(OC)cc3C2)cc1 | 1 | 4 | 6 | 9 | 0 | 0 | -2 | 3 | -2
O=C(NC(Cc1ccccc1)C(=O)O)/C(=C/c1ccccc1)NC(=O)c1ccccc1 (stereo not drawn) | 0 | -2 | 1 | 1 | -2 | -3 | 1 | -3 | 0
COc1ccc(C)cc1NC(=S)NN1CCN(C)CC1 | 4 | 1 | 1 | -2 | 0 | 5 | 4 | -3 | 1
CCN1CCCC1CNC(=O)CSCc1nc(-c2ccccc2C)oc1C (stereo not drawn) | 0 | 1 | 5 | -5 | -1 | -1 | 3 | 2 | -10
CC(C)CC(=O)Nc1nnc(SCC(=O)NCc2ccco2)s1 | -3 | -6 | 0 | 1 | -4 | -5 | -2 | 2 | 17
O=C(Nc1ccc2c(c1)CCCN2C(=O)c1cccs1)c1ccccc1 | -4 | 10 | 8 | 2 | 0 | -12 | 4 | -2 | -3
CC(C)n1ncc2c(C(=O)N3CCN(c4ccc(F)cc4)CC3)cc(-c3ccccc3)nc21 | -3 | / | -51 | -3 | -5 | / | 5 | 2 | 3
O=C(CSc1nnc(Nc2ccccc2F)s1)NCC1CCCO1 (stereo not drawn) | / | / | 9 | -5 | / | / | 9 | -1 | /
COCCCNC(=O)c1c(N)n(/N=C/c2cccs2)c2nc3ccccc3nc12 | 1 | -2 | 3 | -7 | 2 | 11 | -1 | 2 | 1
Cc1cc2ncc(C(=O)Nc3ccccc3)c(C)n2n1 | 1 | 1 | 1 | 1 | 7 | 8 | 5 | -4 | -6
CN(C)c1ccc(C2(O)C(=O)c3ccccc3C2=O)cc1 | 0 | 5 | -4 | 4 | 1 | 4 | 4 | 1 | -8
CC(C)(C)N(Cc1ccccc1)C(=O)COC(=O)C1CCN(c2ccc(C(F)(F)F)cn2)CC1 | 3 | / | 24 | 2 | 6 | / | 8 | 1 | -18
COc1ccc(C(C(=O)NC2CCCCC2)N(C(=O)c2csnn2)C2CC2)cc1 (stereo not drawn) | -1 | 3 | -4 | 0 | 0 | -8 | 3 | 0 | 2
Cc1ccc(-n2nc3c(SCCN4CCOCC4)nnc(C)c3c2C)cc1 | -1 | -4 | 27 | -1 | 6 | 14 | 2 | 2 | -7
O=C(COC(=O)/C(=C/c1cccs1)c1cccs1)NCc1ccccc1Cl | -1 | -4 | -49 | 10 | 1 | -13 | -5 | -2 | -21

Next section; the last two above are carried over.
structure | LYPLA1 counter | GSTO1 counter | PREPL inh | PAFAH2 FP inh | LYPLA2 counter | EBNA-1 inh | PAFAH1B3 inh | PAD4 FP inh | ZTA counter
Cc1ccc(-n2nc3c(SCCN4CCOCC4)nnc(C)c3c2C)cc1 | -1 | -4 | 27 | -1 | 6 | 14 | 2 | 2 | -7
O=C(COC(=O)/C(=C/c1cccs1)c1cccs1)NCc1ccccc1Cl | -1 | -4 | -49 | 10 | 1 | -13 | -5 | -2 | -21
COc1ccc(-n2c(N)cc(=O)nc2SCC(=O)N2CCN(c3ccccc3)CC2)cc1 | 0 | 10 | 21 | 1 | 1 | 4 | 16 | -4 | -6
Cc1cccc(NC(=O)CCc2c(C)nn(-c3ccc(N4CCOCC4)nn3)c2C)c1 | 8 | 4 | -3 | 7 | 11 | 15 | 7 | 1 | 9
COCc1ccc(O)c2ncccc12 | -2 | -1 | 10 | -2 | -4 | 6 | 2 | 0 | 11
C/C=C/C(=O)OCC(=O)Nc1c(Cl)cccc1Cl | 2 | -2 | 1 | 11 | 8 | -7 | 2 | -1 | -23
COc1ccc(Br)cc1/C=C/C(=O)NC(=S)Nc1ccc(CN2CCOCC2)cc1 | -9 | -5 | -2 | -16 | -15 | 9 | -9 | 1 | -2
CCOC(=O)C1CCN(c2c(Nc3cc(C)cc(C)c3)c(=O)c2=O)CC1 | 2 | 5 | 23 | 8 | 7 | 2 | -1 | 2 | -14
COc1cc(O)c(C(CCN2CCOCC2)c2ccc(N(C)C)cc2)c(OC)c1 (stereo not drawn) | 4 | 1 | 17 | -4 | -6 | 9 | 3 | 1 | 8
CC(/C=N/NC(=O)c1cc(-c2ccc3ccccc3c2)n[nH]1)=C\c1ccco1 | -22 | -18 | 13 | -20 | -32 | 6 | -25 | -1 | -7
COc1ccc2[nH]c(=O)c(CN(Cc3ccco3)Cc3nnnn3Cc3ccccc3)cc2c1 | 0 | -1 | 23 | 1 | -1 | -1 | 6 | -8 | 1
COc1ccc(CN(C)Cc2nc(Cc3ccccc3Cl)no2)cc1OC | 4 | 2 | 18 | -1 | 6 | 0 | 1 | -1 | -3
CCc1cc2c3c(c(=O)oc2cc1OC)CCCC3 | -2 | -8 | 1 | 12 | -1 | -5 | 1 | 1 | 0
COc1ccc(N2CCN(c3ccc(C(N)=O)cc3[N+](=O)[O-])CC2)cc1 | 6 | 5 | 21 | -3 | 10 | 2 | -1 | 1 | -3
COc1ccc(CN2CCN(C(=O)c3ccc4nc(N5CCOCC5)sc4c3)CC2)c(OC)c1OC | 7 | 9 | 22 | -4 | 14 | -7 | 4 | -4 | -16
Cc1cc(C)c(C#N)c(SCC(=O)N2CCN(Cc3ccccc3)CC2)n1 | 4 | -2 | 12 | 2 | 6 | -6 | 0 | -7 | -27
O=C(CCCSc1nc2ccccc2[nH]1)NCc1ccc(Cl)cc1 | -1 | 2 | -2 | -2 | 4 | -7 | -4 | 0 | 0
CCOc1ccc(NC(=O)[C@H](Cc2ccccc2)NC(=O)C2CCNCC2)cc1 | -4 | -3 | 6 | 0 | 0 | 1 | 7 | -2 | -5
O=C(CSc1nnc(-c2ccc(O)cc2)o1)NNC(=O)c1ccncc1 | 0 | 13 | 7 | 0 | -7 | -7 | -6 | -8 | 4
COc1cc(OC)cc(-c2c(-c3cccs3)c3cc(-c4ccc(SC)cc4)ccc3n2C)c1 | 1 | / | 30 | -1 | 9 | / | 3 | -6 | -19
Cc1cc(Cl)c(S(=O)(=O)Nc2ccc(Cl)cn2)cc1OCC(N)=O | 1 | -1 | 9 | -2 | 2 | -1 | 5 | 4 | 1
CCc1ccc(C(=O)/C=C/Nc2ccc(S(=O)(=O)Nc3cnc4ccccc4n3)cc2)cc1 | 1 | -3 | 6 | -7&5 | 2 | 6 | -3&7 | 2 | 5
COc1nc(Nc2nc3ccccc3c(=O)[nH]2)nc2ccc(C)cc12 | -7 | 13 | 2 | -13 | -2 | -20 | -9 | -5 | -16
CC1CC(C)(C)N(C(=O)CN2C(=O)CCC2=O)c2ccccc21 (stereo not drawn) | 0 | 0 | 6 | 7 | 6 | 8 | 1 | -1 | -2
O=c1[nH]c(/C=C\c2cccs2)nc(O)c1[N+](=O)[O-] | -2 | 3 | 1 | 0 | -4 | 11 | 4 | -4 | 10
CC1CN(C(=O)c2ccccc2Sc2ccccc2C#N)CC(C)O1 (stereo not drawn) | -2 | -5 | -1 | 2 | 10 | -2 | 3 | -2 | 4
COc1cc(CN2CCNC(=O)C2CC(=O)N(C)Cc2ncc[nH]2)cc(OC)c1 (stereo not drawn) | 3 | 0 | 9 | 0 | 9 | -5 | 0 | 2 | 2
O=C(CN1CCN(c2cccc(Cl)c2)CC1)Nc1nccs1 | -3 | 6 | 11 | -4 | -1 | -7 | 4 | -1 | -12
Cc1ccc(C(=O)N/N=C\c2cccc(OC(=O)c3cccc(F)c3)c2)cn1 | -11 | 1 | 3 | -3 | -12 | 7 | 2 | -1 | 15
CC(=O)N1c2ccc(S(=O)(=O)N3CCC(C(=O)Nc4cccc(Cl)c4)CC3)cc2CC1C (stereo not drawn) | -6 | -7 | -14 | -2 | -1 | -11 | 6 | 0 | -5
Cc1cc(NC(=O)C2CCCCC2C(=O)O)no1 (stereo not drawn) | 0 | 5 | 8 | 1 | 3 | -6 | 1 | -3 | 2
COc1ccc(CCn2c(=O)[nH]c3cc(C(=O)N4CCN(c5ccccn5)CC4)ccc3c2=O)cc1OC | -3 | 0 | 6 | -2 | -2 | -1 | 7 | 1 | -8
CCN(CC)CCNC(=O)c1ccc(NC(=O)c2ccc(F)cc2)cc1 | 1 | -3 | 7 | -2 | 7 | 1 | 1 | 0 | 8
Cc1ccc2c(c1)/C(=N/N1C(=O)c3ccccc3C1=O)C(=O)N2 | 0 | 0 | 1 | -3 | 5 | 10 | 0 | 1 | -5
COc1cc2ccccc2cc1C(=O)N1CCN(c2ccccn2)CC1 | 4 | 4 | -7 | -1 | 6 | -7 | 2 | -2 | 0
COc1ccc(-c2cc(C(F)(F)F)nc(S(C)(=O)=O)n2)cc1OC | -7 | -31 | 2 | -19 | 1 | -17 | -2 | -7 | -10
COc1ccc(-c2cc(C(=O)OC(C)C(=O)Nc3c(C)n(C)n(-c4ccccc4)c3=O)c3ccccc3n2)cc1 (stereo not drawn) | 0 | 0 | 2 | -5 | 12 | -4 | 4 | -2 | -31
Cc1cc(=O)oc2cc(OC(C)C(=O)NCc3ccccn3)ccc12 (stereo not drawn) | 0 | -4 | 19 | 6 | 2 | 0 | 4 | 0 | -3
N#Cc1ncccc1CCc1cccc(Cl)c1 | 3 | 3 | -23 | 4 | 3 | 1 | 6 | -3 | 1
Cc1ccc(/C=C2\OC(=O)c3ccccc32)cc1 | -2 | 8 | -19 | 3 | 0 | -9 | 3 | -2 | -3
O=S(=O)(Nc1cccc(-n2cnnn2)c1)c1cc(Br)ccc1Br | 1 | 2 | 1 | 1 | -1 | -1 | 9 | -4 | -5

Bioassay records (PubChem)
